NALP1 inh: inhibitors of NALP1 inflammasome in yeast; inhibition, % at 10 µM; S. cerevisiae NALP1/ASC/caspase-1 growth, X-gal OD620, 72 h; actives 0.61% (n = 280,000); AID 2071; in the data active = inhibition mostly above about 24%, no sharp cut-off; inactive = mostly below about 32%; also: some compounds called inactive have numbers as strong as hits
DNA FID counter: counter-screen for HCV NS3 helicase inhibitors: DNA intercalator displacement; DNA fluorescent intercalator displacement, fluorescence; inhibition, % at 7.9 µM; actives 0.17% (n = 290,000); AID 1845; in the data active = inhibition above about 37%;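 also: 0% = vehicle and 100% = reference compound; higher means more ethidium bromide displaced from hairpin DNA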
PHOSPHO1 block: PHOSPHO1 (human) inhibition; AID 1565; recombinant PHOSPHO1, absorbance phosphatase assay; inhibition, % at 13.3 µM; actives 1.1% (n = 290,000); in the data active = inhibition above about 60%
Target sequence (Q8TCT1 whole entry, looked up): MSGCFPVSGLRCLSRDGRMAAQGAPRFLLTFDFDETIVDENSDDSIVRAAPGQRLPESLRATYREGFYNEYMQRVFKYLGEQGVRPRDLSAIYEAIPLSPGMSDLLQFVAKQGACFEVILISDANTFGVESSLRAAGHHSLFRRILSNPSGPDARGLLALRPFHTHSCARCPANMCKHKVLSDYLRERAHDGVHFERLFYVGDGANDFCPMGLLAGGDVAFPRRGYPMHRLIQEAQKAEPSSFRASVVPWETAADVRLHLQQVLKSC
GPR7 antagonist: blocks human GPR7 receptor signaling; P48145; GPR7-expressing cells, fluorescence antagonist assay; inhibition, % at 4.4 µM; actives 1.1% (n = 290,000); AID 1861; in the data active = inhibition above about 16%, passing the limit was not always enough;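 also: cells stimulated with the agonist NPW; 0% = agonist with vehicle and 100% = vehicle without agonist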
Target sequence (P48145 whole entry, looked up): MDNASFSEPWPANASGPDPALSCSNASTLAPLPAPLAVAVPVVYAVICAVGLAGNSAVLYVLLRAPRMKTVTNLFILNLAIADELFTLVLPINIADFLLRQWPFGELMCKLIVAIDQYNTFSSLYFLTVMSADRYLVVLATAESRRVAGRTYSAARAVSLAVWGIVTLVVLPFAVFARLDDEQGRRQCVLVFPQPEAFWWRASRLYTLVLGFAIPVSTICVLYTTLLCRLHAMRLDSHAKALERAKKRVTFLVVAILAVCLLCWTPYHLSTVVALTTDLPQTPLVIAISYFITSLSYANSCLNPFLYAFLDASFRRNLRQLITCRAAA
M18AAP inhibitor: PfM18AAP enzyme inhibition; AID 1822; recombinant PfM18AAP, H-Glu-NHMec fluorogenic cleavage; inhibition, % at 7.35 µM; actives 1.2% (n = 290,000);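 active = inhibition above the campaign mean inhibition over all tested compounds plus 3 SD, cut at about 28% in these data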;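 also: 0% = plate median of test compound wells and 100% = 2 mM ZnCl2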
OXTR agonist: agonists of human oxytocin receptor; P30559; CHO-OTR cells, Fluo-8 calcium fluorescence; normalized: DMSO 0%, oxytocin 100%; activation, % at 3 µM; actives 0.32% (n = 320,000);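 active = activation above the mean of all tested compounds plus 3 SD, cutoff set per screening run, cut at about 20% in these data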;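 also: peak over basal fluorescence ratio from a 100 s FLIPR kinetic read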
Target sequence (P30559 whole entry, looked up): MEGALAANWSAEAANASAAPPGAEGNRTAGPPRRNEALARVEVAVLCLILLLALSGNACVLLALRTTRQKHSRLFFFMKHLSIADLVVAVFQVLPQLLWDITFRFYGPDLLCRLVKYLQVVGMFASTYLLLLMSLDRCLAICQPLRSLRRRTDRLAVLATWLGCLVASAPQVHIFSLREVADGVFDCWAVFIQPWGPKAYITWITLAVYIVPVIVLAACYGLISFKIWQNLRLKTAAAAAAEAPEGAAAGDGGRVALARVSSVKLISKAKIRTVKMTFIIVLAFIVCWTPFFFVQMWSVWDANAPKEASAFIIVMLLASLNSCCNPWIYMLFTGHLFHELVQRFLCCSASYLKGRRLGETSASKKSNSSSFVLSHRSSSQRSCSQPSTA
MEKK2wt PB1 HTS: raises or lowers MEK5 binding to wildtype human MEKK2 PB1 domain; Q9Y2U5; bead flow cytometry, Alexa488-MEK5 binding to MEKK2 WT; actives lie on both sides; binding response (% of control), % at 10 µM; actives 1.1% (n = 290,000); AID 1531; in the data active = binding response below about 67% or above about 130%
MEKK3 PB1 HTS: raises or lowers MEK5 binding to the human MEKK3 PB1 domain; binding response (% of control), % at 10 µM; bead-based flow cytometry, Alexa488-MEK5 binding to MEKK3; actives lie on both sides; 0 = blocked by unlabeled MEK5, 100 = vehicle; actives 1.4% (n = 290,000); Q99759; AID 1529;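 active = binding response more than 3 SD above or below the average of its plate-row segment, actives on both sides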;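 also: Alexa488 bead fluorescence after subtracting the streptavidin-only scavenger bead signal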
MEKK2 mut-MEK5: signal of MEK5 binding to mutant human MEKK2 PB1 domain; actives 0.35% (n = 290,000); percent response, % at 10 µM; bead flow cytometry, Alexa488-MEK5 binding to MEKK2 mutant; AID 1530; in the data active = percent response above about 24%, passing the limit was not always enough; also: inactives centre near 1; some results filed as inactive read as strong as hits; reference of the scale not given here
Active calls of the source: *; . = no result given.

SMILES	NALP1 inh	DNA FID counter	PHOSPHO1 block	GPR7 antagonist	M18AAP inhibitor	OXTR agonist	MEKK2wt PB1 HTS	MEKK3 PB1 HTS	MEKK2 mut-MEK5
COc1ccc(Cl)cc1N/C(N)=N/c1nc(CSc2ccc(C)cc2)cc(=O)[nH]1	41	1	15	3	5	1.5	103	104	2
CCOC(=O)CCc1c(C)nc2ncnn2c1C	9	4	38	-4	1	-0.1	99	101	-2
CC(NC(=O)COc1ccccc1)C(=O)NC1=NCCS1 (stereo unspecified)	-16	-1	-8	0	-4	1.0	99	96	-3
COc1ccc(CCNS(=O)(=O)c2cccc3nsnc23)cc1OC	-9	-2	-15	-15	-11	0.1	97	107	6
Cn1c(C(=O)N2CCCC(C(=O)NCc3cccs3)C2)cc2sccc21 (stereo unspecified)	17	-23	-7	5	1	-1.3	100	97	1
O=C(O)c1ccccc1-c1ccccc1C(=O)NCc1ccco1	36	0	-10	-2	2	0.4	103	102	0
Cc1ccc(NC(=S)N(Cc2cccc(Br)c2)CC2CCC(C(=O)O)CC2)cc1Cl (stereo unspecified)	7	-37	-25	1	-5	0.8	88	94	-7
COc1ccc(NC(=O)CN2CCN(c3ccccn3)CC2)cc1Cl	23	-15	1	20	-4	1.6	101	101	-2
COc1cc(OC)nc(NC(=O)CSc2nnc(-c3ccccc3)n2C2CCCCC2)n1	.	3	.	0	2	-0.7	97	92	-3
O=C(N/N=C/c1ccncc1)c1cnccn1	-19	-2	-40	1	2	1.3	108	105	6
Fc1ccc(-n2c(=S)[nH]c3cccnc32)cc1	3	1	-60	1	37*	-1.2	103	100	2
COc1ccc(CC(=O)Nc2nnc(-c3cccc([N+](=O)[O-])c3)s2)cc1	34	-1	1	-11	-1	1.5	100	114	-3
O=C(NCCCO)/C(=C/c1ccc(-c2cccc([N+](=O)[O-])c2)o1)NC(=O)c1ccccc1	2	-14	37	-14	2	1.0	100	102	2
CCOc1cc(C2C3=C(CCCC3=O)NC3=C2C(=O)CCC3)cc(Cl)c1O	16	.	-1	.	.	0.3	110	116	3
C=C(C)c1cccc(C(C)(C)NC(=O)N2CCN(c3ccc(OC)cc3)CC2)c1	16	-9	-16	-10	0	-1.6	93	92	-2
CCOC(=O)C1=C(CS(=O)(=O)c2ccc(C)cc2)NC(=O)NC1c1cc(OC)c(OC)c(OC)c1 (stereo unspecified)	4	-34	-4	3	-5	0.1	106	101	-2
COC(=O)Cc1cnc(NC(=O)C2C3CCC(C3)C2C(=O)O)s1 (stereo unspecified)	-16	-2	14	-12	-13	0.0	105	104	3
CC1(C)Cc2c(sc3ncn(N)c(=N)c23)CO1	2	0	6	11	3	-0.1	.	.	.
O=C(CN1C(=O)C2C3C=CC(C4CC34)C2C1=O)Nc1cnc2ccccc2c1 (stereo unspecified)	5	-4	45	-3	-4	0.7	99	103	0
NC(=O)CN1CCOCCOCCN(CC(N)=O)CCOCCOCC1	2	-7	2	61*	-7	0.1	106	108	6
CCCn1nc(NC(=O)C2CCCO2)c2cc3cccc(C)c3nc21 (stereo unspecified)	.	-21	41	-4	0	-4.1	95	94	-4
Cc1cccc(NC(=O)C2CCCN2C(=O)NC2CCCCC2)c1 (stereo unspecified)	-12	2	10	-5	-6	-0.4	100	93	-1
COc1ccc(NC(=S)Nc2ccccc2)cn1	-4	0	-7	-6	-1	0.8	108	99	17
CN(c1ccccc1)c1nc(N)c([N+](=O)[O-])c(Nc2cccc(F)c2)n1	2	-5	15	-21	-9	-0.8	90	90	-6
CCCn1c(=N)c(S(=O)(=O)c2ccc(F)cc2)cc2c(=O)n3ccccc3nc21	6	2	24	-14	4	-2.2	97	100	1

Arranged by count of non-hydrogen atoms (low to high): part of the list above
SMILES	NALP1 inh	DNA FID counter	PHOSPHO1 block	GPR7 antagonist	M18AAP inhibitor	OXTR agonist	MEKK2wt PB1 HTS	MEKK3 PB1 HTS	MEKK2 mut-MEK5
Fc1ccc(-n2c(=S)[nH]c3cccnc32)cc1	3	1	-60	1	37*	-1.2	103	100	2
NC(=O)CN1CCOCCOCCN(CC(N)=O)CCOCCOCC1	2	-7	2	61*	-7	0.1	106	108	6
COc1cc(OC)nc(NC(=O)CSc2nnc(-c3ccccc3)n2C2CCCCC2)n1	.	3	.	0	2	-0.7	97	92	-3

Later entries
SMILES	NALP1 inh	DNA FID counter	PHOSPHO1 block	GPR7 antagonist	M18AAP inhibitor	OXTR agonist	MEKK2wt PB1 HTS	MEKK3 PB1 HTS	MEKK2 mut-MEK5
Cc1ccc(NC(=O)COC(=O)c2ccnn2C)cc1	13	0	32	-4	-10	0.7	98	102	3
COC(=O)N/N=C(\CCC(=O)O)c1cccs1	21	-5	24	4	-2	-0.4	82	74	-15
COC(=O)[C@@]1(Cc2ccc(OC)cc2)[C@H]2c3cc(C(=O)N4CCCC4)n(CCn4cc([N+](=O)[O-])nc4C)c3C[C@H]2CN1C(=O)c1ccccc1	24	-7	6	-4	5	0.3	95	98	-3
COc1c2occc2cc2ccc(=O)oc12	9	-3	35	-9	0	-0.5	99	105	1
COC(=O)C1=C(O)C(C(=O)OC)C(c2ccc(C)cc2)C(C#N)(C#N)C1c1ccc(C)cc1 (stereo unspecified)	-10	0	8	-8	6	0.3	102	108	3
COC(=O)[C@H](Cc1ccccc1)NC(=O)NCC1CCCO1 (stereo partly specified)	-2	-5	11	-6	7	-0.1	99	92	0
CCOc1ccc(S(=O)(=O)Nc2ccc(OC)nc2)cc1	-19	-10	16	7	-1	6.8	111	106	7
O=C(c1cc(-c2ccccc2)on1)N1CCc2ccccc2C1	3	-8	24	1	-3	-1.8	98	98	-2
O=C1CCCc2[nH]nc(-c3cccnc3)c21	35	0	15	-3	-4	1.5	99	97	-4
Cc1ccc(C)c(NC(=O)Cn2c([N+](=O)[O-])cnc2C)c1	4	3	20	4	-1	-0.3	106	104	1
O=C(CCCN1C(=O)/C(=C\c2cccs2)SC1=S)Nc1cccc(C(=O)O)c1	-8	-9	-5	-10	-11	-0.1	89	97	-9
COc1ccccc1Oc1ccc2c(c1)C(=O)N(CC(=O)O)C2=O	15	-15	20	17	6	0.9	97	99	-2
CCn1c(Cc2ccccc2)nnc1SCc1nc2ccccc2c(=O)[nH]1	.	-9	6	-7	2	0.8	100	99	1
Cc1ccc(C)c(Cn2c(C)nc3c(sc(=S)n3-c3ccccc3)c2=O)c1	18	0	-3	-23	-12	-0.8	105	101	2
COc1ccc(N2C(=O)CC(c3ccc([N+](=O)[O-])cc3)C2=O)cc1 (stereo unspecified)	20	-3	31	5	-8	2.0	105	106	5
CCOc1ccccc1C=Nc1ccccc1C(=O)Nc1ccccc1	21	-4	-4	-9	7	-2.3	100	96	-2
CCOc1ccc(-c2nnn(CC(=O)c3ccc4c(c3)OCCO4)n2)cc1OCC	-7	-14	-10	-14	1	2.0	.	.	.
Cc1ccc(C(=O)NCCC(=O)N2CCC3(CC2)NCCc2[nH]cnc23)cc1C	8	8	56	-7	-2	0.1	103	101	0
CC(=O)Nc1cccc(/C(C)=N/NC(=O)c2ccc(Cl)cc2Cl)c1	-4	3	10	-1	-2	1.9	89	95	-12
Cc1ccc(NC(=O)CN(Cc2ccccc2)S(C)(=O)=O)cc1C	-1	-18	22	-7	1	-1.2	94	91	-8
Cc1nonc1OCCNCc1c(C(=O)N2CCCCCCC2)nc2ccc(Cl)cn12	-2	-14	58	-15	1	-1.0	108	104	13
COc1cc(CCCN2C(=S)NC[C@@H]2CC2CCCCC2)cc(OC)c1OC	.	.	6	.	.	0.3	96	95	-4
O=C(NCCCl)Nc1cc([N+](=O)[O-])ccc1Cl	2	1	2	-4	-6	-1.2	97	103	0
CC(C)(C)C(=O)CN1C(=O)NC(C)(Cc2ccc3c(c2)OCO3)C1=O (stereo unspecified)	32	-15	24	-2	0	2.3	96	98	-7
CN1CCC(=C2c3ccccc3C=Cc3ccccc32)CC1	25	10	4	5	6	4.7	110	85	10

Later entries:
SMILES	NALP1 inh	DNA FID counter	PHOSPHO1 block	GPR7 antagonist	M18AAP inhibitor	OXTR agonist	MEKK2wt PB1 HTS	MEKK3 PB1 HTS	MEKK2 mut-MEK5
Cc1ccc(CC(=O)Nc2ccccc2N2CCOCC2)cc1C	-9	-16	14	-2	-8	-2.9	108	105	7
COc1ccc(CC(=O)N2CC3(C)CC2CC(C)(C)C3)cc1 (stereo unspecified)	2	-34	-8	-5	-2	-1.0	94	95	-9
O=C(NCCc1ccccc1F)C(=O)Nc1nccs1	19	1	17	7	0	-0.4	102	100	2
O=C(CN1c2ccccc2Sc2ccccc21)N/N=C/c1ccc([N+](=O)[O-])cc1	.	4	51	-16	-2	0.5	94	92	-16
CCc1c(C)nc2ncnn2c1N1CCCC(C(=O)Nc2cc(F)ccc2C)C1 (stereo unspecified)	0	-23	7	-6	-6	-2.5	102	101	14
OCc1ccccc1N=Cc1cccnc1	10	1	35	-12	3	1.1	100	102	0
COc1ccc2c(c1)n([O-])c1c([n+]2=O)CCC1	.	-5	25	-12	6	-0.9	102	100	9
Cc1ccc(C(=O)/C=C2\NCC(C)NC2=O)cc1 (stereo unspecified)	11	-2	30	2	-6	-1.0	102	100	7
CCOC(=O)c1c(-c2ccccc2)csc1NC(=O)c1ccc(S(=O)(=O)N2CCOCC2)cc1	31	-8	2	-3	4	0.1	103	124	1
CC(=O)NCCNc1ccc([N+](=O)[O-])cn1	32	-2	-6	-3	7	-0.3	100	99	-1
Cc1[nH]c2ccccc2c1C(=O)CSc1nccc(=O)[nH]1	28	-8	-5	-17	5	0.9	101	98	-2
N#C/C(=C\c1c(Cl)cccc1Cl)c1nc2ccccc2[nH]1	19	-4	20	4	-1	0.0	89	85	-11
CCOC(=O)C1(CC2CCCCO2)CCN(S(=O)(=O)c2c(C)nn(C)c2C)CC1 (stereo unspecified)	2	-26	-3	-5	3	-0.4	106	94	-6
CCOC(=O)c1c(NC=O)sc2c1CCC2	20	-7	0	0	5	-2.1	.	.	.
O=C(CC(Nc1ccccc1)c1ccc(F)cc1)c1ccccc1 (stereo unspecified)	21	4	-6	-6	6	-2.8	103	100	0
CCOc1ccccc1NC(=O)C1CCCN(S(C)(=O)=O)C1 (stereo unspecified)	4	-2	.	-8	-6	-0.8	110	110	19
O=C(N/N=C/C=C/c1ccccc1)c1cc(C2CC2)[nH]n1	.	-11	27	-14	5	-0.1	106	100	-1
Cc1ccc(S(=O)(=O)N2CCOCC2)cc1C(=O)Nc1ccc(S(=O)(=O)Nc2nccs2)cc1	10	-20	-28	-1	1	0.3	102	105	0
O=C1NCC(=O)N2C(c3ccccc3)c3[nH]c4ccccc4c3C[C@@H]12 (stereo partly specified)	24	-5	28	5	1	5.0	101	97	-3
CCOC(=O)c1c(-c2ccccc2)csc1N1C(=O)Nc2ccccc2N1O	-9	-31	9	-3	3	-1.1	100	109	-5
COc1ccc(CN2CCN(Cc3ccon3)CC2CCO)c(C)c1C (stereo unspecified)	.	-4	41	-16	-2	1.2	103	104	-1
CCOC(=O)Nc1cc(C(=O)OCC)c(C)nc1C	20	0	5	-2	-11	-0.4	111	108	6
CCCCn1c(-c2ccccc2C)nc2cc3[nH]c(=O)c(C(C)C)nc3cc21	9	-38	-7	-17	-4	-1.0	86	96	-4
CC(C)N1CCN(Cc2ccc(Oc3ncccn3)cc2)CC1CCO (stereo unspecified)	3	7	37	-2	7	0.8	92	97	-12

Just MEKK2wt PB1 HTS, MEKK2 mut-MEK5 and PHOSPHO1 block (6 entries from above):
Structure,MEKK2wt PB1 HTS,MEKK2 mut-MEK5,PHOSPHO1 block
O=C(CC(Nc1ccccc1)c1ccc(F)cc1)c1ccccc1 (stereo unspecified),103,0,-6
CCOC(=O)C1(CC2CCCCO2)CCN(S(=O)(=O)c2c(C)nn(C)c2C)CC1 (stereo unspecified),106,-6,-3
CC(=O)NCCNc1ccc([N+](=O)[O-])cn1,100,-1,-6
Cc1ccc(C(=O)/C=C2\NCC(C)NC2=O)cc1 (stereo unspecified),102,7,30
COc1ccc(CC(=O)N2CC3(C)CC2CC(C)(C)C3)cc1 (stereo unspecified),94,-9,-8
OCc1ccccc1N=Cc1cccnc1,100,0,35

Bioassay records (PubChem BioAssay)
